Bioassay records: PubChem, Broad Institute
esBAF inh: Bmi1 luciferase reporter increase in mESCs, primary screen, esBAF inhibitor project, mouse ES cells, Bmi1 luciferase knock-in, single point; reporter increase, % at 12.5 µM; 350,000 compounds, 2% hits; 24 h; 100% = twice the neutral-well signal; AID 602393, 2012; in the data active means activation above about 40%;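 further: 0% = median of the plate's neutral control wells and 100% = double that signal; a rise in the Bmi1 reporter signal indicates esBAF inhibition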
E-sel inducer: E-selectin induction in HUVECs, primary screen, imaging, HUVEC, immunofluorescence imaging, single point; P16581; normalized: neutral wells 0, TNF-alpha wells 100; activation, % at 7.58 µM; 260,000 compounds, 0.37% hits; AID 686992, 2013;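 active means mean E-selectin-positive cell signal at least 10% of the positive control, reached in at least 60% of replicates, without over 20% cell loss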;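 further: in these data hits start at about 27%; measured in HUVEC primary endothelial cells; signal is the percent of cells scored E-selectin positive by PE staining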
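System: HUVEC, human umbilical vein endothelial cells; quantity: 3,000 cells/well; buffer or medium: EGM-2 medium, gelatin-coated wells; dosing: single-point compound dose; detection: immunofluorescence imaging; evaluation: % PE-positive cells; benchmarks: TNF-alpha, DMSO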
EWS-Fli inh: EWS/Fli-driven NR0B1 reporter inhibitors, primary screen, A673 cells, NR0B1 luciferase, luminescence, MLPCN library; viability-normalised; inhibition, % at 12.6 µM; 350,000 compounds, 0.67% hits; AID 651661, 2012;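 active means mean inhibition of at least 50% after viability correction, with every replicate also passing that limit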;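 further: firefly luciferase signal divided by Alamar Blue viability fluorescence both relative to DMSO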
XiGFP reactiv: activators of inactive X chromosome reactivation, primary screen, imaging, XiGFP fibroblasts, GFP high-content imaging, set 2; XiGFP mouse fibroblasts, % GFP-positive cells imaging, 3 d; cells co-treated with 5-aza-dC sensitizer; scaled so ellipticine positive control = 100%; activation, % at 7.58 µM; 360,000 compounds, 0.055% hits;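 active means mean normalized replicate activation at least 10% and every replicate at or above 10%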;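 further: 0% = median of on-plate neutral control wells and 100% = ellipticine 6 µM median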
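System: 68-5-11 XiGFP fibroblast line | Buffer or medium: DMEM containing 5-aza-dC | Compound: Single point | Times: Compounds 3 days, fix/stain 15 min at room temperature | Benchmarks: Positive control ellipticine, 6 µM final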
RAD54 inh: inhibitors of human RAD54 branch migration, primary screen, biochemical, fluorescence, single point. RAD54 Holliday junction branch migration, FAM/BHQ fluorescence. 360,000 compounds, 0.14% hits. AID 602329, 2012. DNA repair and recombination protein RAD54-like (Homo sapiens), Q92698. inhibition, % at 10.4 µM;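 active means mean normalized replicate activity at least 40 and at least half of replicates scoring 40 or more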;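 further: 0% = median of neutral control wells and 100% = median of positive control wells; inhibitors cause a drop in the FAM fluorescence signal; in these data hits start at about 50%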
FN deposition inh: inhibitors of fibronectin matrix deposition, primary screen, AH1F cells, Alexa488-fibronectin fluorescence, plate reader | AH1F fibroblasts, overnight | inhibition, % at 12.6 µM | 350,000 compounds, 0.086% hits | AID 743247, 2014;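 active means mean inhibition across replicates of 30% or more, regardless of how many single replicates reach that level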;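 further: positive control wells lacked labelled fibronectin entirely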
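Assay system: AH1F fibroblast monolayer, labelled fibronectin deposition. Amount: 10000 cells per well. Also added: labelled fibronectin 24 nM. Compound: single-point pinned compound. Incubation: cell attachment 1 h, compound and FN exposure overnight. Detection: fluorescence after three HBSS washes, excitation 485 nm, emission 525 nm. Read-out: inhibition of fibronectin deposition signal.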
RAD52 inh: RAD52 DNA annealing inhibitors, primary screen, biochemical, FRET, single point, set 2; 360,000 compounds, 0.46% hits; DNA repair protein RAD52 homolog (Homo sapiens), P43351; inhibition, % at 18.7 µM; recombinant RAD52 DNA annealing, FRET fluorescence;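 active means every replicate showing at least 50% inhibition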
Target sequence (P43351 whole entry, looked up): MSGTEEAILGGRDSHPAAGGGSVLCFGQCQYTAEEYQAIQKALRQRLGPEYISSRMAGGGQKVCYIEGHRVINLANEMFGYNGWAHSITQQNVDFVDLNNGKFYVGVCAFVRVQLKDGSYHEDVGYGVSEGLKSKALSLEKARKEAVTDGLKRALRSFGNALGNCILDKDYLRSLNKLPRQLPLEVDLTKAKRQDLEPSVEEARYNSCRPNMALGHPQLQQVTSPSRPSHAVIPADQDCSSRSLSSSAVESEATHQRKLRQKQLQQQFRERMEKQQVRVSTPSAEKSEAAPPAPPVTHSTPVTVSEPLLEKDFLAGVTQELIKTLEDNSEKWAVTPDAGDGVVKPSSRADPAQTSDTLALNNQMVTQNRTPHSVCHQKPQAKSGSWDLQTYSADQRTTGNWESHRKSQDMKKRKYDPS
S100A4 MyoIIA: inhibitors of S100A4-myosin IIA peptide binding, primary screen, biochemical, fluorescence polarization, TAMRA-MyoIIA peptide. AID 652163, 2013. inhibition, % at 10.7 µM. 360,000 compounds, 0.14% hits;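 active means mean inhibition of at least 70% across replicates, with every replicate also reaching that level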
Target sequence (P26447 whole entry, looked up): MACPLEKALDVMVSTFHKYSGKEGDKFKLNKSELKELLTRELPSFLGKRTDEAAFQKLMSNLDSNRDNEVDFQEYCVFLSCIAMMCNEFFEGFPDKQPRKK
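Material: human S100A4 monomer with TAMRA-labelled myosin IIA peptide; buffer or medium: HEPES pH 7.2 with CaCl2, KCl, NaCl, DTT, Triton; compound dosing: one concentration per compound; schedule: 5 min incubation before reading; benchmarks: neutral control DMSO, positive control TFP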
* hit, by the source's call; · = no result given.

SMILES | esBAF inh | E-sel inducer | EWS-Fli inh | XiGFP reactiv | RAD54 inh | FN deposition inh | RAD52 inh | S100A4 MyoIIA
COc1ccc(CNC(=O)OCCN2CCN(S(=O)(=O)c3ccc(C)cc3)CCC2=O)cc1 | -4 | -0.2 | 7 | 0.1 | 9 | 4 | · | ·
CCc1ccccc1Nc1nc2ccccc2n1C(C)C | -12 | -4.7 | 3 | 0.0 | -4 | 9 | 4 | -3
CO[C@@H]1CN(C)C(=O)c2ccc(NC(=O)C3CC3)cc2OC[C@H](C)N(C(=O)Cc2ccccn2)C[C@H]1C | 0 | 0.1 | -5 | -0.3 | 2 | 5 | 1 | -1
COc1cccc(NC(=O)N2CC(=O)N3[C@@H](CO)[C@H](c4ccc(Br)cc4)[C@@H]3C2)c1 | · | 0.1 | 13 | 0.0 | · | · | -17 | -6
CCCOc1ccc(-c2cc(C(=O)NCC3CCCO3)c3ccccc3n2)cc1 (stereo unspecified) | 23* | 0.1 | -15 | 0.2 | 20 | -2 | 3 | -3
COc1cc(/C=N/S(=O)(=O)c2ccccc2)cc(OC)c1O | 9 | · | · | 0.0 | 1 | -9 | -1 | 13
CC(C)CC(=O)Nc1ccc2c(c1)nc(CCN1CCOCC1)n2C | · | -0.2 | 5 | 0.5 | · | -3 | -7 | 0
COc1ccc2c3c(n(C)c2c1)[C@@H](CO)N(C(=O)CN1CCOCC1)CC31CN(C(C)=O)C1 | · | 0.1 | -12 | 0.0 | · | · | 0 | -9
COCC#Cc1cnc2c(c1)C(=O)N([C@@H](C)CO)C[C@H](C)[C@@H](CN(C)Cc1ccccc1)O2 | -1 | 0.3 | 0 | 0.8 | -3 | -1 | -11 | 5
COc1ccc(-c2nc(CSCC(=O)NCCCN3CCCC3=O)c(C)o2)cc1OC | · | -0.8 | · | 0.0 | · | 0 | 0 | -1

The closing three compounds of the part above are carried over, then new ones follow.
SMILES | esBAF inh | E-sel inducer | EWS-Fli inh | XiGFP reactiv | RAD54 inh | FN deposition inh | RAD52 inh | S100A4 MyoIIA
COc1ccc2c3c(n(C)c2c1)[C@@H](CO)N(C(=O)CN1CCOCC1)CC31CN(C(C)=O)C1 | · | 0.1 | -12 | 0.0 | · | · | 0 | -9
COCC#Cc1cnc2c(c1)C(=O)N([C@@H](C)CO)C[C@H](C)[C@@H](CN(C)Cc1ccccc1)O2 | -1 | 0.3 | 0 | 0.8 | -3 | -1 | -11 | 5
COc1ccc(-c2nc(CSCC(=O)NCCCN3CCCC3=O)c(C)o2)cc1OC | · | -0.8 | · | 0.0 | · | 0 | 0 | -1
O=C(NCC1CCN(Cc2ccc(Cl)cc2)CC1)C1CCCN(c2ncnc3c2nc2n3CCCCC2)C1 (stereo unspecified) | -9 | -1.9 | · | -0.1 | 1 | -7 | -7 | -6
COCCCNC(=O)/C(C#N)=C/c1c(N2CCN(c3ccccc3)CC2)nc2c(C)cccn2c1=O | -2 | · | 1 | 0.0 | -34 | 6 | -67 | 2
CCOC(=O)c1cccc(N2C(=O)C3C4C=CC(CC4)C3C2=O)c1 (stereo unspecified) | -5 | -0.3 | -17 | 0.2 | -2 | 7 | -7 | 2
CN1CCN(c2ccc(S(=O)(=O)N3CCCCC3)cc2NC(=O)/C=C/c2ccc(OC(F)F)cc2)CC1 | -3 | -1.5 | 18 | -0.1 | 0 | 3 | 29 | 4
Cc1ccc(S(=O)(=O)Nc2ccc3c(c2)C(=O)N(C)[C@@H]2CC[C@H](CC(=O)O)O[C@@H]2CO3)cc1 | 0 | -0.2 | 1 | 0.3 | 8 | -6 | -9 | 9
CCCCCCNc1c([N+](=O)[O-])c(=O)sc2ccccc12 | -1 | 0.4 | -13 | 0.4 | · | 3 | -3 | 5
COc1ccc(C(=O)Oc2ccc(=O)n(-c3ccccc3)n2)cc1 | 3 | -2.1 | · | · | 8 | -4 | · | ·
COc1ccc(CNC(=O)CCC(=O)N2CCN(S(=O)(=O)c3cc([N+](=O)[O-])ccc3C)CC2)cc1 | -3 | -0.1 | 2 | 0.1 | -8 | 1 | -26 | -4
O=C(Nc1ccc(S(=O)(=O)Nc2cnc3ccccc3n2)cc1)c1ccc(F)cc1 | -8 | -2.4 | 4 | 0.1 | 0 | 8 | 3 | 2
Cc1c(NC(=O)CN2CCC(C(N)=O)CC2)cccc1[N+](=O)[O-] | · | · | 2 | 0.0 | · | 4 | 1 | -1
O=C(Nc1nnc(C2=COCCO2)o1)c1ccc(Cl)cc1 | · | · | -3 | 0.0 | · | -5 | -2 | -2
O=S(=O)(c1ccc(F)cc1)N1CCCCN2[C@H](C1)[C@@H](c1ccc(-c3ccccc3)cc1)[C@@H]2CO | · | -0.6 | 8 | 0.0 | 5 | · | -28 | -1
CO[C@H]1CN(C)C(=O)c2ccc(NC(C)=O)cc2OC[C@H](C)N(Cc2ccccn2)C[C@H]1C | -1 | -0.2 | -1 | 0.4 | 2 | -5 | -3 | 3
COCCNC(=O)c1onc(CSc2ccc(C)c(C)c2)c1C(=O)O | -13 | 0.0 | 8 | -0.1 | -16 | -1 | -8 | -4
C[C@@H]1CCCCO[C@H](CN(C)C(=O)Nc2ccc(C(F)(F)F)cc2)[C@H](C)CN([C@@H](C)CO)C(=O)c2cc(NS(=O)(=O)c3ccc(Cl)cc3)ccc2O1 | 10 | 0.8 | 0 | -1.1 | -6 | · | -23 | -4
O=C(Cn1cccn1)N1CCCC(N2CCN(c3ccccc3F)CC2)C1 (stereo unspecified) | 1 | 0.1 | · | 0.0 | -4 | 5 | -12 | 8
C[C@H]1CN([C@@H](C)CO)C(=O)c2cccc(NC(=O)Nc3ccc(F)cc3)c2O[C@H]1CN(C)S(=O)(=O)c1ccccc1 | -2 | -0.3 | -6 | -1.0 | 7 | · | 17 | 13
O=C(CCC1CCCN(C(=O)C2CCCC2)C1)NCc1ccc(F)c(F)c1 (stereo unspecified) | · | · | -9 | 0.1 | · | 2 | -7 | 6
C[C@@H]1CCCCO[C@@H](CN(C)Cc2ccncc2)[C@@H](C)CN([C@@H](C)CO)C(=O)c2cc(NS(C)(=O)=O)ccc2O1 | -9 | 0.0 | 0 | -0.1 | · | · | · | ·
O=S(=O)(NCCN1CCOCC1)c1ccc(Cl)s1 | -2 | · | -1 | 0.0 | -17 | -8 | -9 | 2

Part of the list above, with two lines to a compound:
Values run as follows: esBAF inh | E-sel inducer | EWS-Fli inh | XiGFP reactiv | RAD54 inh | FN deposition inh | RAD52 inh | S100A4 MyoIIA
> O=C(Cn1cccn1)N1CCCC(N2CCN(c3ccccc3F)CC2)C1 (stereo unspecified)
→ 1 | 0.1 | · | 0.0 | -4 | 5 | -12 | 8
> C[C@@H]1CCCCO[C@@H](CN(C)Cc2ccncc2)[C@@H](C)CN([C@@H](C)CO)C(=O)c2cc(NS(C)(=O)=O)ccc2O1
→ -9 | 0.0 | 0 | -0.1 | · | · | · | ·

The list goes on.
SMILES | esBAF inh | E-sel inducer | EWS-Fli inh | XiGFP reactiv | RAD54 inh | FN deposition inh | RAD52 inh | S100A4 MyoIIA
CCNc1nc(NCC)n2c(SCC(=O)Nc3ccc(Br)cc3F)nnc2n1 | · | 0.0 | 6 | 0.1 | 3 | -2 | -12 | 1
COc1ccc(N2C(=O)CC(c3ccc([N+](=O)[O-])cc3)C2=O)cc1 (stereo unspecified) | -7 | 0.1 | -4 | 0.2 | -7 | 2 | -14 | 3
O=C(NC12CC3CC(CC(C3)C1)C2)c1ccc(-c2ccc(Br)cc2)o1 | · | · | -65 | 0.0 | · | 4 | -2 | -3
CCCS(=O)(=O)c1nc(S(=O)(=O)c2ccc(C)cc2)c(N2CCC(C)CC2)s1 | 0 | · | · | 0.0 | -1 | -1 | -4 | -11
Cc1ccc(-c2nnn(CC(=O)N(CCO)C(C(=O)NC(C)(C)C)c3ccncc3)n2)cc1 (stereo unspecified) | -6 | · | 2 | · | -6 | · | -23 | -3
Cc1ccc(S(=O)(=O)N(C)C)cc1NC(=O)COC(=O)CCC1CCCCC1 | · | -2.0 | -1 | -0.1 | · | · | -10 | -3
COc1ccc(NC(=O)N(C)C[C@@H]2Oc3ccc(NC(=O)C4CCCCC4)cc3CC(=O)N([C@H](C)CO)C[C@@H]2C)cc1 | 2 | -0.1 | -3 | -0.6 | 8 | -6 | 0 | -19
CCOC(=O)c1c(N/N=C/c2ccncc2)n[nH]c1C | · | · | -18 | 0.5 | · | -11 | -4 | 6
C[C@H]1CN([C@@H](C)CO)C(=O)c2cccc(NC(=O)c3cnccn3)c2O[C@H]1CN(C)C(=O)Nc1ccc(C(F)(F)F)cc1 | -1 | · | 2 | -0.8 | 14 | 2 | -16 | 15
c1ccc(-c2ncc(CN3CCN(c4ccccn4)CC3)[nH]2)cc1 | 2 | -0.1 | -12 | 0.2 | -1 | 2 | -3 | -1
Cc1cc(OC(C)C(=O)NC2CC(C)(C)NC(C)(C)C2)c2c(C)cc(=O)oc2c1 (stereo unspecified) | -8 | 16 | · | 0.0 | 16 | -2 | -13 | 0
Nc1sc(Cc2ccccc2)cc1C(=O)NC1CCCCC1 | · | 0.2 | 6 | 0.1 | · | · | -10 | -9
COC(=O)c1cnn2c(C)c(Cc3cccc(F)c3)c(C)nc12 | 0 | 0.5 | -2 | 0.1 | -5 | 1 | -11 | 9
CCCCN(C(=O)c1ccc2c(c1)OCO2)C1CCS(=O)(=O)C1 (stereo unspecified) | 0 | 0.2 | 0 | -0.1 | 7 | 9 | -6 | 8
CC(CNC(=O)c1ccccc1Cl)c1ccccc1 (stereo unspecified) | 48* | · | -90 | 0.0 | 8 | -4 | -12 | -3
CCN(C(=O)COC(=O)CNC(=O)c1ccc(C)c(C)c1)C1CCS(=O)(=O)C1 (stereo unspecified) | · | · | 2 | 0.1 | · | · | -9 | 5
Cc1ccc(S(=O)(=O)N2CCN(C(=O)COC(=O)c3ccccc3OC(F)F)CC2)c(C)c1 | -3 | · | 1 | 127* | -2 | -3 | -4 | -5
C[C@H]1CN([C@@H](C)CO)C(=O)Cc2cc(NC(=O)C3CC3)ccc2O[C@@H]1CN(C)S(C)(=O)=O | -2 | -0.1 | -3 | 0.1 | -21 | · | 11 | 9
COc1ccc(-n2c(SCC(=O)Nc3ccc(C)cc3)nc(O)c(Cc3ccccc3)c2=O)cc1 | · | -0.4 | · | 1.0 | 6 | · | -21 | 2
